Screening results as filed in PubChem BioAssay.
M. tuberculosis: growth inhibition of non-replicating M. tuberculosis (AID 488890) | Mycobacterium tuberculosis non-replicating, growth inhibition; higher % means a stronger effect | hit rate 0.39% among 320,000 | one-dose inhibition, % at 25 µM; IC50 in µM for titrated hits; in the data active = a potency from the dose series; inconclusive = inhibition mostly from about 82% at the one dose, without a potency; inactive = the rest, 99 in 100 with inhibition below about 76%;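 note: plate controls were DMSO cells for no effect and high antibiotic wells for full effect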
H37Rv inhibition: M. tuberculosis growth inhibition, HTS (AID 449762); M. tuberculosis H37Rv growth inhibition, 7H9 media; higher % means a stronger effect; inhibition, % at 25 µM; hits with a dose series show IC50 in µM; hit rate 0.59% among 330,000; in the data active = a potency from the dose series; inconclusive = inhibition above about 70% without an active follow-up result;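 note: bacterial growth assessed after seven days of incubation; strong numbers were not always called active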
PhoP GFP inhibition: Inhibition of PhoP regulon, Salmonella typhi GFP reporter cells, confirmation, 4 h (AID 1850). Salmonella Typhi PhoP-promoter GFP reporter, fluorescence, 4 h; higher % means a stronger effect. one-dose inhibition, % at 50 µM; IC50 in µM for titrated hits. hit rate 0.33% among 310,000; in the data active = a potency from the dose series; inconclusive = inhibition mostly from about 25% at the one dose, without a potency; inactive = the rest, 99 in 100 with inhibition below about 19%;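 note: 0% = induced wells with vehicle and 100% = uninduced wells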
VEEV TC-83 Vero: inhibitors of VEEV TC-83 cytopathic effect, confirmation, Vero cells (AID 588727). Vero cells, VEEV TC-83 cytopathic effect inhibition; higher % means a stronger effect. inhibition, % at 20 µM, or IC50 in µM where a hit was titrated. hit rate 0.13% among 350,000; in the data active = a potency from the dose series; inconclusive = inhibition mostly from about 14% at the one dose, without a potency; inactive = the rest, 99 in 100 with inhibition below about 12%; note: strong numbers were not always called active
H1N1 NS1A inhibition: NS1A inhibition, H1N1 influenza, cell based functional assay (AID 504329). NS1A functional cell-based assay, percent inhibition; higher % means a stronger effect. hit rate 0.3% among 340,000. one-dose inhibition, % at 12.5 µM; IC50 in µM for titrated hits; in the data active = a potency from the dose series; inconclusive = inhibition above about 27% without an active follow-up result; note: strong numbers were not always called active
VEEV TC-83 Vero 10K pilot screen: further read-out of VEEV TC-83 Vero, marked with its call; inhibition, %; measured here: 10K pilot screen inhibition
Active calls of the source: *; i = inactive; ? = inconclusive; · = no result given. Rows were taken by chance; overall some 1.6% were active at least once.

SMILES	M. tuberculosis	H37Rv inhibition	PhoP GFP inhibition	VEEV TC-83 Vero	H1N1 NS1A inhibition	others
CC(CCc1ccccc1)NC(=O)COC(=O)C1=COCCO1 (centres undefined)	-13%	?	5%	0.9%	2%
NS(=O)(=O)c1cc(C(=O)OC2CCOC2=O)ccc1Cl (centres undefined)	-10%	-1%	-13%	i	14%
CCOc1ccc2c(c1)C(N(CCN1CCOCC1)C(=O)Nc1ccc(OC)cc1OC)CC(C)(C)O2 (centres undefined)	5%	-5%	3%	4.2%	-7%
COC(=O)c1ccc(/C=C/c2ccc3cccc(OC(C)=O)c3n2)cc1	?	?	-3%	7.0%	-12%
CCOC(=O)Cc1c(Sc2ccccc2)c2ccccc2n1C	2%	-3%	-2%	0.6%	7%
CN(CC1COc2ccccc2O1)C(=S)Nc1ccccc1 (centres undefined)	12%	2%	10%	1.4%	11%
Cc1ccc(NC(=O)COn2nnc3ccc(S(=O)(=O)N(C)C)cc32)cc1F	15%	8%	5%	2.5%	2%
CC(=O)c1ccc(NC(=O)C2CCN(S(=O)(=O)c3cccs3)CC2)cc1	14%	8%	1%	0.3%	14%
CCOC(=O)c1c(C)nc2c(c1C)c(=O)oc1ccccc12	18%	-2%	7%	0.2%	-4%
CCN(CC(=O)Nc1cc(Cl)cc(Cl)c1)CC(=O)NC1CCS(=O)(=O)C1 (centres undefined)	2%	5%	·	0.6%	-16%
O=C1C2CCCCN2C(=O)N1CCCCN1CCN(c2cccc(Cl)c2)CC1 (centres undefined)	9%	0%	0%	i	-5%
COc1cccc(NC(=O)CCc2nnc3ccc(N4CCN(c5cccc(OC)c5)CC4)nn23)c1	0%	-4%	2%	2.2%	5%
Cc1cc(C)c(NC(=O)CSc2nnc(CNC(=O)c3c(F)cccc3Cl)o2)c(C)c1	-1%	-3%	2%	2.3%	-3%
CCN(C1CCS(=O)(=O)C1)S(=O)(=O)c1cc(C)ccc1C (centres undefined)	1%	0%	-4%	0.9%	-2%
O=S(=O)(c1ccc2ccccc2c1)N1CCN(Cc2ccccn2)CC1	11%	-5%	3%	2.2%	-2%
Cc1nn2c3c(cnc2c1-c1ccccc1)C(=O)CCC3	9%	5%	-4%	3.9%	11%	VEEV TC-83 Vero 10K pilot screen=1.0
COc1ccc2c(c1)C(=O)OC2CC(=O)O (centres undefined)	-15%	0%	-2%	6.4%	-8%
CN(CCc1ccccn1)C(=S)Nc1ccc(Cl)c(Cl)c1	12%	50%	8%	2.3%	-2%
CCN(CC)CC(=O)n1c2c(c3ccccc31)CCCC2	-2%	1%	-4%	1.6%	-6%
Cc1ccc(C2/C(=C(\O)c3c(C)nc4ccccn34)C(=O)C(=O)N2CCN(C)C)o1 (centres undefined)	-12%	-14%	-4%	2.2%	-14%
CCOc1ccc2c(c1)s/c(=N\S(=O)(=O)c1ccc(OC)cc1)n2C(F)F	-2%	-3%	3%	2.2%	-21%
CC(C)C(C(=O)Nc1sc2c(c1C#N)CCCCC2)N1C(=O)c2ccccc2C1=O (centres undefined)	2%	-6%	-1%	0.3%	13%
CC(NC(=O)CCc1ccccc1)c1cc2c(cc1Cl)OCCO2 (centres undefined)	-9%	-5%	4%	0.3%	-2%
C/C(=N/NC(=O)c1ccncc1)c1ccccc1	·	?	-2%	0.5%	-7%

For reference, part of the list above:
SMILES	M. tuberculosis	H37Rv inhibition	PhoP GFP inhibition	VEEV TC-83 Vero	H1N1 NS1A inhibition	others
CCOC(=O)Cc1c(Sc2ccccc2)c2ccccc2n1C	2%	-3%	-2%	0.6%	7%
CN(CC1COc2ccccc2O1)C(=S)Nc1ccccc1 (centres undefined)	12%	2%	10%	1.4%	11%
Cc1ccc(NC(=O)COn2nnc3ccc(S(=O)(=O)N(C)C)cc32)cc1F	15%	8%	5%	2.5%	2%
CC(=O)c1ccc(NC(=O)C2CCN(S(=O)(=O)c3cccs3)CC2)cc1	14%	8%	1%	0.3%	14%
CCOC(=O)c1c(C)nc2c(c1C)c(=O)oc1ccccc12	18%	-2%	7%	0.2%	-4%
CCN(CC(=O)Nc1cc(Cl)cc(Cl)c1)CC(=O)NC1CCS(=O)(=O)C1 (centres undefined)	2%	5%	·	0.6%	-16%
O=C1C2CCCCN2C(=O)N1CCCCN1CCN(c2cccc(Cl)c2)CC1 (centres undefined)	9%	0%	0%	i	-5%
COc1cccc(NC(=O)CCc2nnc3ccc(N4CCN(c5cccc(OC)c5)CC4)nn23)c1	0%	-4%	2%	2.2%	5%
Cc1cc(C)c(NC(=O)CSc2nnc(CNC(=O)c3c(F)cccc3Cl)o2)c(C)c1	-1%	-3%	2%	2.3%	-3%
CCN(C1CCS(=O)(=O)C1)S(=O)(=O)c1cc(C)ccc1C (centres undefined)	1%	0%	-4%	0.9%	-2%
O=S(=O)(c1ccc2ccccc2c1)N1CCN(Cc2ccccn2)CC1	11%	-5%	3%	2.2%	-2%
Cc1nn2c3c(cnc2c1-c1ccccc1)C(=O)CCC3	9%	5%	-4%	3.9%	11%	VEEV TC-83 Vero 10K pilot screen=1.0
COc1ccc2c(c1)C(=O)OC2CC(=O)O (centres undefined)	-15%	0%	-2%	6.4%	-8%
CN(CCc1ccccn1)C(=S)Nc1ccc(Cl)c(Cl)c1	12%	50%	8%	2.3%	-2%
CCN(CC)CC(=O)n1c2c(c3ccccc31)CCCC2	-2%	1%	-4%	1.6%	-6%
Cc1ccc(C2/C(=C(\O)c3c(C)nc4ccccn34)C(=O)C(=O)N2CCN(C)C)o1 (centres undefined)	-12%	-14%	-4%	2.2%	-14%
CCOc1ccc2c(c1)s/c(=N\S(=O)(=O)c1ccc(OC)cc1)n2C(F)F	-2%	-3%	3%	2.2%	-21%
CC(C)C(C(=O)Nc1sc2c(c1C#N)CCCCC2)N1C(=O)c2ccccc2C1=O (centres undefined)	2%	-6%	-1%	0.3%	13%
CC(NC(=O)CCc1ccccc1)c1cc2c(cc1Cl)OCCO2 (centres undefined)	-9%	-5%	4%	0.3%	-2%
C/C(=N/NC(=O)c1ccncc1)c1ccccc1	·	?	-2%	0.5%	-7%

(continued)
SMILES	M. tuberculosis	H37Rv inhibition	PhoP GFP inhibition	VEEV TC-83 Vero	H1N1 NS1A inhibition	others
O=C(Nc1nc(-c2ccccn2)cs1)Nc1ccc(F)cc1F	?	?	1%	4.1%	-5%
O=C(OC12CC3CC(CC(C3)C1)C2)c1ccc(NCc2cc(O)ccc2O)cc1	·	·	·	5.2%	7%
O=[N+]([O-])c1ccc(O)c(/C=N/n2cnc3ccccc32)c1	44%	15%	-12%	0.5%	-6%
Cc1ccc(-c2cc(C(=O)O)c3ccccc3n2)s1	-5%	8%	6%	0.2%	-5%
Cc1cc(NC(=O)CSc2ncnc3c2cnn3-c2ccccc2)no1	68%	-5%	12%	0.3%	8%
Cc1cccc(C#N)c1NC1=CC(=O)CC(C)(C)C1	·	-12%	-11%	i	26%
Cc1c(Cl)cnc(NC(=O)COC(=O)C2CC2)c1Cl	8%	2%	·	i	-2%
O=C(O)c1ccc(Cl)c(S(=O)(=O)N2CCCC2)c1	-23%	-2%	-16%	0.6%	-7%
CCCCN(C(=O)c1ccc2c(c1)OCCO2)c1c(N)n(CC(C)C)c(=O)[nH]c1=O	-6%	-2%	12%	2.5%	-6%
Cc1cc(C)cc(N2C(=O)CCN(Cc3ccccc3)C2=O)c1	-1%	-11%	-14%	3.1%	0%
Cc1ccc(NC(=O)c2cc(S(=O)(=O)N3CCCC3)c[nH]2)c(C)c1	17%	-2%	·	1.5%	26%
CCC1=NN(C(=O)c2ccccc2O)C(O)(c2ccccc2)C1 (centres undefined)	?	?	-2%	0.9%	-5%
COC(=O)[C@H](Cc1ccccc1)NS(=O)(=O)N[C@@H](Cc1ccccc1)C(=O)OC	12%	-11%	·	i	-1%
C=CCNC(=O)CSc1ncc2c(n1)-c1c(csc1SC)CC2	8%	1%	0%	6.7%	·
COc1cc(OC)c(/C=N/NC(N)=S)cc1Br	59%	-8%	0%	0.0%	-6%
CCOc1ccc(N2C(=O)Nc3ccccc3C2(O)C(=O)NCc2ccco2)cc1 (centres undefined)	4%	1%	10%	0.0%	6%
C=CCOc1c(Br)cc(CNc2ccc(NC(=O)C(C)C)cc2)cc1OCC	40%	7%	2%	i	-1%
COc1cc(N/C(N)=N/c2nc(C)cc(C)n2)c(OC)cc1Cl	14%	-2%	0%	0.9%	0%	VEEV TC-83 Vero 10K pilot screen=0.8
Cc1ccc(OC(=O)C2CCN(C(=O)c3ccccc3C)CC2)c(Br)c1	?	?	8%	0.5%	-5%
COc1ccc(Cl)cc1N(CC(=O)Nc1ccccc1C(=O)N1CCCC1)S(C)(=O)=O	-1%	5%	15%	0.1%	-1%
CC1CC(C)CN(C(=O)COC(=O)c2ccc[nH]c2=O)C1 (centres undefined)	-6%	1%	-8%	1.0%	-8%
CN(CC(=O)Nc1ccc(S(=O)(=O)N2CCCC2)cc1)Cc1c(F)cccc1Cl	46%	1%	-47%	4.3%	3%
COc1ccc(NC(=O)CN(c2cccc(F)c2)S(C)(=O)=O)cc1OC	-12%	-11%	-2%	i	-10%
Cc1ccccc1N1CCN(C(=O)NCc2cccc(Cl)c2)CC1	17%	1%	3%	2.1%	6%

Arranged by heavy-atom count (high to low): three of the compounds above
SMILES	M. tuberculosis	H37Rv inhibition	PhoP GFP inhibition	VEEV TC-83 Vero	H1N1 NS1A inhibition	others
CN(CC(=O)Nc1ccc(S(=O)(=O)N2CCCC2)cc1)Cc1c(F)cccc1Cl	46%	1%	-47%	4.3%	3%
Cc1ccc(OC(=O)C2CCN(C(=O)c3ccccc3C)CC2)c(Br)c1	?	?	8%	0.5%	-5%
Cc1ccccc1N1CCN(C(=O)NCc2cccc(Cl)c2)CC1	17%	1%	3%	2.1%	6%

(more compounds)
SMILES	M. tuberculosis	H37Rv inhibition	PhoP GFP inhibition	VEEV TC-83 Vero	H1N1 NS1A inhibition	others
O=C(O)c1cc(S(=O)(=O)Nc2ccccc2Cc2ccccc2)ccc1Cl	-2%	2%	12%	1.2%	-1%
Cc1ccc2c(c1)[C@H]1[C@H](CO2)[C@H](c2ccccc2)[C@]2(C)C(=O)N(Cc3ccc(Cl)cc3)CC(=O)N12	29%	32%	·	7.3%	-24%
O=C(NCc1ccc(F)cc1)C1CCCN1S(=O)(=O)c1ccccc1C(F)(F)F (centres undefined)	28%	10%	·	1.5%	-19%
CC(C)c1ccc(N2CC(C)(C)C2=O)cc1	1%	-1%	-5%	2.2%	0%
COc1ccc(OCc2nnc(SCC(=O)N3c4ccccc4Sc4ccc(Cl)cc43)o2)cc1	11%	12%	-1%	i	0%
CCOC(=O)C1(Cc2ccccc2)CCN(CC2CC=CCC2)CC1 (centres undefined)	-4%	2%	10%	0.5%	-8%
Cc1nc(C(=O)Nc2ccc(Cl)cc2Cl)nn1-c1cc(OC(C)C)c(Cl)cc1Cl	18%	18%	6%	i	-9%
O=C1c2cc(Cl)ccc2OC2(CCNCC2)C12CC(c1ccccc1)=NO2 (centres undefined)	31%	2%	12%	4.6%	11%
Cc1ccc(Cn2c(=S)[nH]c3ccc(N4CCOCC4)cc3c2=O)o1	-14%	1%	-3%	3.7%	21%
CCOC(=O)C1=C(CC)OC(N)=C(C#N)C1c1cc(OC)ccc1OC (centres undefined)	2%	-18%	-5%	i	4%	VEEV TC-83 Vero 10K pilot screen=0.4
CCOc1ccc(NC(=O)CN(C)C(=O)c2ccccc2OCc2cccc(C)c2)cc1OCC	39%	-1%	·	8.1%	3%
CC(=O)/C(=N\Nc1ccc(Cl)cc1)Sc1nnc(-c2ccccc2)n1-c1ccccc1	7%	?	-3%	i	2%
O=C(CSc1nnnn1Cc1ccccc1)Nc1ccc2c(c1)OCCO2	74%	-14%	-15%	2.0%	16%	VEEV TC-83 Vero 10K pilot screen=2.0
Cc1ccc2nc(/N=C(\N)NC(=O)NC3CCCCC3)nc(C)c2c1	8.3µM*	2.2µM*	5%	9.1%	·
O=C(CCCC(=O)N(CC(=O)NC1CCCCC1)Cc1ccco1)Nc1ccccn1	8%	6%	2%	1.2%	-2%
O=C(NC1CCCCC1)C(c1ccc(Cl)cc1)N1CCC2(CC1)OCCO2 (centres undefined)	6%	-4%	2%	1.6%	5%
C/C(N)=C(/C#N)C(=O)COC(=O)c1ccc(NC(N)=O)cc1	-3%	0%	-2%	1.9%	7%
CN(Cc1ccccc1NS(=O)(=O)c1ccc(Cl)cc1)C1CCCCC1	17%	4%	-10%	i	9%
O=C(O)c1ccccc1C1c2ccccc2Oc2ccccc21	·	·	·	4.6%	-3%
COc1ccc(S(=O)(=O)NC2CC(=O)N(c3ccc(C)c(C)c3)C2)cc1 (centres undefined)	-5%	-7%	7%	4.1%	-3%
